Compound activity: PubChem BioAssay, several laboratories
Rac1 wt GTP bind: alters GTP binding to wildtype human Rac1 | P63000 | 190,000 tested, 0.27% active | GTP binding activity (% of control), % at 10 µM | GST-Rac1 beads, fluorescent GTP binding, flow cytometry; actives lie on both sides; 0 = cold GTP competed, 100 = untreated;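 active = GTP binding activity at least 20 points away from the 100% control level, either lower or higher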
Mcl1 Bid PPI: disrupts binding of human Mcl-1 to Bid peptide. Q07820. TR-FRET Mcl-1/Bid-Dy647 peptide binding, 1536-well. AID 1021. inhibition, % at 21.7 µM. 220,000 tested, 0.97% active;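 active = compounds that cut the binding signal by more than half at the single screening dose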;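 note: His-tagged Mcl-1 with europium anti-His antibody binding Bid BH3 peptide; 0% = Mcl-1 plus peptide wells and 100% = peptide-only wells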
Target sequence (Q07820 whole entry, looked up): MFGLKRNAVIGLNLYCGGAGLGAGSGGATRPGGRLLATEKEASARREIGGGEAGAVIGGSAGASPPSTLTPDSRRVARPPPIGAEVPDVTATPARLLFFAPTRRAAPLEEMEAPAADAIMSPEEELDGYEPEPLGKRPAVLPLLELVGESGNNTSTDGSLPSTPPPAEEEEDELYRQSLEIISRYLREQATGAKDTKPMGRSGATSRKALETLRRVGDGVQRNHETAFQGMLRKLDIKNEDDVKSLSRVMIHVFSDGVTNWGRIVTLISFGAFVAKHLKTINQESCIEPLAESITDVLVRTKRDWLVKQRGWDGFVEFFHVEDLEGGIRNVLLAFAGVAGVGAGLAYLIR
RGS8-Gao reg: regulators of human RGS8-Galphao interaction. multiplexed bead flow cytometry, RGS8-Galphao binding; actives lie on both sides. AID 1423. 220,000 tested, 0.34% active. response (percent of control binding), % at 10 µM; in the data active = response below about 60% or above about 140%; inactive = in between;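 note: Galphao activated as the GDP aluminium fluoride complex binding bead-coupled RGS8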
Target sequence (P09471 whole entry, looked up): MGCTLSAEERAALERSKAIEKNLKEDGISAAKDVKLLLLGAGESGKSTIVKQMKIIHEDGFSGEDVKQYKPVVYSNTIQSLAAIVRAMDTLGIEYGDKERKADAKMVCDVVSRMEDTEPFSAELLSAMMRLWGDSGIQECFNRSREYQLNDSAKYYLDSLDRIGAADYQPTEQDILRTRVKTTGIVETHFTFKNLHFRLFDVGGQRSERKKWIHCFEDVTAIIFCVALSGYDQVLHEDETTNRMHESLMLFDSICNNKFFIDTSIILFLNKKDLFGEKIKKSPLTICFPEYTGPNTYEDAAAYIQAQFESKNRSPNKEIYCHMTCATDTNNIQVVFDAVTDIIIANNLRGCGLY
Rab7 wt GTP bind: alters GTP binding to wildtype dog Rab7 | GST-Rab7 beads, fluorescent GTP binding, flow cytometry; actives lie on both sides; untreated = 100%, excess cold GTP = 0% | GTP binding activity (percent of control), % at 10 µM | 190,000 tested, 0.055% active;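 active = fluorescent GTP binding to Rab7 beads changed by at least 20 points from the 100% baseline, either direction, mostly lower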;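 note: median green fluorescence of bound Bodipy-FL-GTP per Rab7 bead population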
Mcl1 Noxa PPI: Mcl-1/Noxa interaction inhibition; Q07820; TR-FRET Mcl-1/Noxa peptide binding, 2 h; inhibition, % at 21.7 µM; 220,000 tested, 1.5% active;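 active = compounds that cut the protein-peptide binding signal by more than 50% relative to plate controls in a single-dose test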;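 note: His-tagged Mcl-1 with rhodamine Noxa BH3 peptide and terbium anti-His antibody; 0% = Mcl-1 plus Noxa peptide wells and 100% = peptide-only wells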
Pf gamet viab: P. falciparum stage V gametocyte viability inhibition; P. falciparum stage V gametocytes, ATP luminescence, 24 h; inhibition, % at 10.9 µM; 150,000 tested, 0.065% active; AID 743093;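 active = inhibition above the mean plus 3 SD of compounds within the control limits, set per campaign, cut at about 38% in these data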;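 note: 0% = DMSO wells and 100% = medium only without gametocytes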
Cdc42 wt GTP: changes GTP binding to wildtype human Cdc42 | P60953 | GST-Cdc42 beads, Bodipy-GTP binding, flow cytometry; actives lie on both sides | percent activity (GTP binding), % at 10 µM | 190,000 tested, 0.2% active | AID 761;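 active = percent activity GTP binding at least 20 points away from the 100% baseline, either down as inhibitor or up as activator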;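 note: median bead fluorescence of bound Bodipy-FL-GTP at 100 nM; 0% = excess unlabeled GTP control and 100% = no compound control; below 100% means less GTP binding so inhibitor and above means activator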
Target sequence (P60953 whole entry, looked up): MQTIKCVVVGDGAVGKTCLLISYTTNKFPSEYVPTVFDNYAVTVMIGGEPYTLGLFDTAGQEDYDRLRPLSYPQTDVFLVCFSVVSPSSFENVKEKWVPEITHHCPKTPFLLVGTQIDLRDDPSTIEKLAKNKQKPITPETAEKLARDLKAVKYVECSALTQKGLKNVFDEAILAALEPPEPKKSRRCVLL
Rac1 act GTP bind: modulators of GTP binding to human Rac1 activated mutant. GST-Rac1 activated beads, fluorescent GTP binding, flow cytometry; actives lie on both sides; 100% means binding = to untreated wells. percent activity (GTP binding), % at 10 µM. 190,000 tested, 0.11% active;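 active = GTP binding at least 20 percentage points away from the 100% baseline, in either direction, so actives lie on both sides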
Rab2A wt mod: changes GTP binding to wildtype dog Rab2A, up or down. P61105. GST-Rab2 wt beads, Bodipy-GTP binding, flow cytometry. GTP binding activity, % at 10 µM. 190,000 tested, 0.19% active;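 active = GTP binding activity at least 20 points away from 100%, either lowered or raised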;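 note: 0% = beads with excess unlabeled GTP and 100% = no-compound control corrected for plate trend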
Bim-Mcl-1: human Bim-Mcl-1 interaction inhibition; inhibition, % at 10 µM; Q07820; 190,000 tested, 0.1% active; Bead-based flow cytometry, Bim peptide-Mcl-1 binding; in the data active = inhibition above about 40%;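 note: 0% = no compound tracer wells and 100% = peptide blocker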
HRas wt GTP bind: changes GTP binding to wildtype human HRas | GST-Ras wt beads, Bodipy-FL-GTP binding, flow cytometry; actives lie on both sides | GTP binding activity, % at 10 µM | P01112 | 190,000 tested, 0.14% active;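 active = GTP binding activity at least 20% away from the 100% baseline, either lowered as inhibitor or raised as activator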;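 note: 0% = unlabeled GTP competition control and 100% = no-compound control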
Target sequence (P01112 whole entry, looked up): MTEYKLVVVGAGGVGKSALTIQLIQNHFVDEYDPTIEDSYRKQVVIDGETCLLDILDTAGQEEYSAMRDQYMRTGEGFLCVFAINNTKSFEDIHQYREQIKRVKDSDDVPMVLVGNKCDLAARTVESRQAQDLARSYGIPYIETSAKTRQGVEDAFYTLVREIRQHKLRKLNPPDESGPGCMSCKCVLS
Starred values were filed as active, the others as inactive; x = no result given.

Structure | Rac1 wt GTP bind | Mcl1 Bid PPI | RGS8-Gao reg | Rab7 wt GTP bind | Mcl1 Noxa PPI | Pf gamet viab | Cdc42 wt GTP | Rac1 act GTP bind | Rab2A wt mod | Bim-Mcl-1 | HRas wt GTP bind
C#CCOCCOCCOCCNc1nc(N2CCN(C(=O)[C@H](Cc3cc4ccccc4[nH]3)n3cc(C(N)CC(C)C)nn3)CC2)nc(N2CCN(C(=O)[C@H](CCC(=O)O)n3cc(C(N)[C@H](C)CC)nn3)CC2)n1 (stereo not given in full) | 99 | 63* | 103 | 95 | 31 | x | 97 | 98 | 98 | -1 | 99
CCCN(CCC)C(=O)c1ccc2c(c1)N(Cc1ccccc1)C(=O)CS2=O (stereo not given) | 101 | -26 | 101 | 98 | 1 | x | 97 | 97 | 99 | -1 | 98
O=C(Nc1ccc(Cl)cn1)C1CCCN1S(=O)(=O)c1cccc2ccccc12 (stereo not given) | 102 | -12 | 105 | 101 | 2 | x | 101 | 97 | 99 | -3 | 99
CCN(CC)/C(=N/S(=O)(=O)c1ccc(C)cc1)c1ccccc1 | 109 | -22 | 101 | 102 | 1 | x | 103 | 103 | 104 | -2 | 101
O=C(c1ccccc1Cl)N1CCCC(c2nc3c(nnn3Cc3ccccc3)c(=O)[nH]2)C1 (stereo not given) | 101 | 4 | 97 | 97 | 13 | x | 97 | 97 | 96 | -1 | 97
CCOC(=O)c1cc(C#N)c(N2CCN(c3ccc(OC)cc3)CC2)[nH]c1=O | 94 | -41 | 100 | 99 | 14 | -7 | 93 | 90 | 94 | -3 | 97
Cc1ccc2c(c1)-c1c(cnn1CC(=O)N(CCC#N)c1ccccc1)CO2 | 104 | -22 | 100 | 100 | 7 | x | 101 | 101 | 101 | 0 | 101
CNc1nc(Nc2ccc(Br)cc2)nc(N)c1[N+](=O)[O-] | 103 | -18 | 102 | 98 | 14 | -19 | 98 | 104 | 100 | -6 | 100
CCOC(=O)c1c(NC(C)=O)sc2c(OCC(O)CN(CC)CC)c(Br)ccc12 (stereo not given) | 102 | -11 | 102 | 109 | 23 | 7 | 99 | 97 | 101 | -5 | 103
COc1cccc2cc(-c3csc(CCn4nc(C)cc4C)n3)c(=O)oc12 | 100 | -5 | 99 | 102 | 9 | -2 | 104 | 98 | 100 | 0 | 101
CCCCN(C(=O)CCC(=O)O)C1CC(=O)N(c2ccc(OCCC)cc2)C1=O (stereo not given) | 107 | -23 | 100 | 101 | -2 | x | 103 | 102 | 102 | 0 | 102
CCN(CCNC(=O)C1CCCN(S(=O)(=O)CC)C1)c1ccccc1 (stereo not given) | 105 | -29 | 102 | 103 | 3 | x | 108 | 102 | 106 | 0 | 105
O=C1c2cccnc2C(O)N1Cc1ccc(F)cc1 (stereo not given) | 102 | 2 | 103 | 97 | -7 | x | 101 | 103 | 102 | -1 | 101
O=C(CN(Cc1ccccc1)C(=O)CSc1nnc(COc2ccccc2)o1)NC1CCCC1 | 105 | 7 | 81 | 97 | 27 | x | 103 | 100 | 99 | -1 | 100
Cn1cccc1-c1cc(C(=O)N/N=C/C=C/c2ccccc2)[nH]n1 | 95 | -42 | 99 | 98 | 22 | -11 | 95 | 93 | 94 | 0 | 96
CCOC(=O)C(CC)Sc1nc(N)c(NC(=O)c2ccc(OC)c(OC)c2)c(=O)[nH]1 (stereo not given) | 96 | -20 | 101 | 97 | 1 | x | 97 | 96 | 97 | 0 | 96
O=C(Nc1cc(-c2nc3ccccc3s2)ccc1Cl)c1ccc2c(c1)OCO2 | 99 | -18 | 99 | 105 | -5 | 9 | 102 | 98 | 101 | -3 | 104
CC(C)NC(=O)c1onc(CSc2ccc(Cl)cc2)c1C(=O)O | 92 | 22 | 101 | 93 | 29 | x | 92 | 90 | 92 | 1 | 91
Cc1ccccc1-n1sc2cc(F)ccc2c1=O | 92 | -91 | 37* | 96 | 16 | 35 | 96 | 89 | 91 | -4 | 95
Fc1ccccc1N1CCN(c2nc(-c3cccs3)nc3ccccc23)CC1 | 95 | -4 | 103 | 101 | -17 | -5 | 94 | 94 | 97 | 3 | 97
CCOCC(=O)Nc1cc(C(=O)NCCc2ccccc2)ccc1Cl | 98 | -8 | 102 | 102 | 10 | 9 | 95 | 95 | 97 | 0 | 97
Cc1cc(C)cc(NC(=O)COc2ccc3c(C)c(Cc4ccccc4)c(=O)oc3c2)c1 | 98 | -50 | 99 | 93 | 3 | x | 96 | 99 | 97 | 5 | 97
COC(=O)c1ccc(-n2c(C)cc(C(=O)CSc3cccc[n+]3[O-])c2C)cc1 | 102 | -31 | 99 | 101 | 4 | 36 | 98 | 97 | 98 | 0 | 100
C(=N\Nc1ccc2ccccc2n1)/c1ccc2c(c1)OCO2 | 91 | -3 | 106 | 96 | 10 | 14 | 90 | 89 | 91 | 0 | 90
Fc1ccccc1CSc1nnc(-c2ccccc2)o1 | 101 | 2 | 105 | 103 | 12 | 4 | 103 | 100 | 104 | 0 | 105
Cc1cc(NC(=O)CSc2nnc(-c3ccoc3C)n2N)no1 | 98 | -30 | 104 | 97 | 15 | x | 103 | 98 | 103 | -1 | 103
CC(C)CNC(=O)C1CCCN1S(=O)(=O)c1ccc(Cl)cc1 (stereo not given) | 108 | -22 | 100 | 100 | -15 | x | 108 | 101 | 102 | x | 105
COCCNC(=O)C1(C)Oc2ccccc2NC1=O (stereo not given) | 110 | -23 | 104 | 107 | 3 | x | 105 | 102 | 105 | 0 | 104
Cc1ccc(N2C(=O)c3ccc(C(=O)N4CCN(c5cccc(C)c5C)CC4)cc3C2=O)cc1 | 95 | 6 | 102 | 98 | 11 | 12 | 93 | 93 | 91 | -4 | 94
COc1cccc2c3c(c(C)nc12)CCN3c1ccccc1 | 93 | -8 | 100 | 97 | 10 | x | 95 | 97 | 94 | -4 | 97

Entries shown so far that contain a thiophene ring, fused or not, in the order listed:
Structure | Rac1 wt GTP bind | Mcl1 Bid PPI | RGS8-Gao reg | Rab7 wt GTP bind | Mcl1 Noxa PPI | Pf gamet viab | Cdc42 wt GTP | Rac1 act GTP bind | Rab2A wt mod | Bim-Mcl-1 | HRas wt GTP bind
CCOC(=O)c1c(NC(C)=O)sc2c(OCC(O)CN(CC)CC)c(Br)ccc12 (stereo not given) | 102 | -11 | 102 | 109 | 23 | 7 | 99 | 97 | 101 | -5 | 103
Fc1ccccc1N1CCN(c2nc(-c3cccs3)nc3ccccc23)CC1 | 95 | -4 | 103 | 101 | -17 | -5 | 94 | 94 | 97 | 3 | 97

New compounds follow
Structure | Rac1 wt GTP bind | Mcl1 Bid PPI | RGS8-Gao reg | Rab7 wt GTP bind | Mcl1 Noxa PPI | Pf gamet viab | Cdc42 wt GTP | Rac1 act GTP bind | Rab2A wt mod | Bim-Mcl-1 | HRas wt GTP bind
O=C(NC1CC1)C1CCN(C2CCN(C(=O)CC3=CCCCC3)CC2)CC1 | 97 | -44 | 107 | 95 | 14 | 3 | 99 | 97 | 97 | 0 | 95
COc1cc(C(=O)OC(C)CN2CCN(C)CC2)cc(OC)c1OC (stereo not given) | 102 | -2 | 100 | 98 | 23 | x | 102 | 101 | 102 | 3 | 102
CCOC(=O)c1c(NC(=O)c2cc(C(C)C)on2)sc(C(C)=O)c1C | 105 | -19 | 96 | 104 | -17 | x | 104 | 97 | 103 | -2 | 105
CCO[C@@H]1OC(C(=O)O)=C[C@H](C2CC2)[C@H]1CCCO | 94 | -12 | 99 | 97 | -6 | -1 | 95 | 95 | 96 | -2 | 95
O=C1NC(c2cccs2)Nc2sc3c(c21)CCCC3 (stereo not given) | 102 | -37 | 97 | 99 | 4 | 2 | 101 | 99 | 99 | -4 | 100
O=S(=O)(Cc1ccc(Cl)cc1)CC(O)COCc1ccccc1 (stereo not given) | 106 | -25 | 107 | 105 | 5 | 6 | 103 | 97 | 107 | -3 | 103
NC(=O)C1CCCN1 (stereo not given) | 95 | -23 | 99 | 103 | 1 | 20 | 95 | 94 | 93 | -2 | 96
O=C(CCC1CCCCC1)Nc1ccccc1-c1ccccc1 | 96 | -4 | 106 | 90 | -1 | 18 | 96 | 96 | 95 | -4 | 96
O=[N+]([O-])c1ccc(NCc2ccc3c(c2)OCO3)cc1 | 97 | -1 | 101 | 103 | -1 | -4 | 99 | 95 | 98 | 0 | 98
Brc1ccc(-c2nnc(-c3ccccc3)o2)o1 | 101 | -6 | 98 | 97 | 9 | 29 | 98 | 99 | 96 | -5 | 97
COc1cc2c(cc1/C=C/C(=O)O)OC(C)C2 (stereo not given) | 96 | -11 | 101 | 95 | -1 | x | 96 | 97 | 96 | 0 | 95
COc1ccc(/C=C/C(=O)NCCOc2ccccc2OC)cc1 | 103 | 5 | 102 | 100 | 13 | x | 101 | 101 | 99 | -2 | 102
COc1ccccc1S(=O)(=O)CC(O)COc1ccc(C#N)cc1 (stereo not given) | 101 | 4 | 101 | 104 | -4 | x | 100 | 100 | 102 | 0 | 103
O=C(c1ccc(Cl)c(S(=O)(=O)Nc2ccccc2C(=O)N2CCc3ccccc3C2)c1)N1CCc2ccccc2C1 | 95 | 5 | 89 | 92 | 0 | x | 95 | 96 | 92 | 0 | 94
O=C(OC1CCOC1=O)c1ccc2ncsc2c1 (stereo not given) | 107 | 4 | 98 | 102 | 26 | x | 104 | 98 | 100 | -2 | 101
Cc1ccc(C(=O)N2CCN=C2SCc2ccc([N+](=O)[O-])cc2)cc1C | 95 | 9 | 104 | 95 | -10 | 0 | 93 | 98 | 95 | 2 | 93
Cc1cccc(N(CC(=O)NC2CCCCC2)C(=O)CCCC(=O)Nc2ccccn2)c1 | 100 | -7 | 100 | 101 | 11 | x | 102 | 97 | 100 | 1 | 101
COc1ccc(-c2noc(-c3cc4ccccc4oc3=O)n2)cc1 | 97 | -30 | 101 | 103 | -29 | x | 99 | 95 | 100 | -2 | 102
CC12CCC(C(=O)N(CCC#N)CCC#N)(CC1=O)C2(C)C (stereo not given) | 105 | -9 | 102 | 92 | 5 | x | 97 | 99 | 96 | -7 | 98
Cn1c(Cc2ccccc2)nnc1SCC(=O)c1cccs1 | 99 | -8 | 100 | 98 | -1 | x | 103 | 95 | 98 | 1 | 101
CCc1ccc(CCC(=O)Nc2ccc(OC)cc2)o1 | 104 | -35 | 102 | 100 | 11 | x | 100 | 98 | 99 | -3 | 98
COc1ccc(CCN2CC(O)=C(c3nc(C)cs3)C2=N)cc1OC | 112 | -27 | 96 | 103 | 5 | x | 112 | 104 | 107 | -1 | 107
CCOC(=O)C1=C(NC(=S)NC(=O)c2ccccc2)c2ccccc2CC1(C)C | 98 | -16 | 105 | 95 | -14 | x | 102 | 96 | 99 | -2 | 100
COc1ccc(N(C(=O)CS(=O)CC(=O)Nc2ccc(F)cc2)C(C(=O)NC2CCCCC2)c2cccs2)cc1 (stereo not given) | 106 | 61* | 102 | 102 | -81 | -21 | 103 | 100 | 102 | -2 | 100
COC(=O)c1ccc(CSc2ncnc3c2nnn3-c2ccc(OC)cc2)o1 | 97 | -22 | 97 | 99 | 4 | x | 98 | 97 | 95 | -1 | 96
